# High-throughput results as filed in PubChem.
# SRC1 TRFRET art = TR-FRET artefact, counter-screen to PPARgamma/SRC-1 agonist assay; TR-FRET detection artefact counter-screen, emission ratio; stronger effect = higher value; TR-FRET ratio at 8 µM; 99,000 compounds, 0.34% hits; in the data active means TR-FRET ratio above about 2300; further: inactives centre near 1800; reference of the scale not given here
# SRC3 TRFRET art = counter-screen for PPARgamma SRC-3 recruitment agonists: TR-FRET artefact. PPARgamma/SRC-3 format; stronger effect = higher value. TR-FRET ratio at 8 µM. 99,000 compounds, 0.39% hits. AID 1048; in the data active means TR-FRET ratio above about 2000; further: inactives centre near 1600; reference of the scale not given here
# * marks the source's active call; other numbers are inactive results.
mol	SRC1 TRFRET art	SRC3 TRFRET art
CC(=O)N1CCC2(CC1)CC(=O)c1cc(OCC(=O)N3CCOCC3)ccc1O2	1787	1565
Cc1cccc(N2CCN(S(=O)(=O)c3cccc4nonc34)CC2C)c1 (stereo unspecified)	1725	1510
C=CCN(CC=C)C(=O)COC(=O)c1ccc(Sc2ncn[nH]2)c([N+](=O)[O-])c1	1570	1345
O=c1c(-c2ccco2)[n+]([O-])c2ccccc2n1OCc1ccccc1[N+](=O)[O-]	1917	1485
Cc1cc(=O)oc2cc(OCC(=O)OCC(=O)Nc3ccc4ccccc4c3)ccc12	1793	1470
Cc1[nH][nH]c(=O)c1C=Nc1ccc(C(F)(F)F)cc1	1719	1647
CN1CCN(NC(=O)c2cccs2)CC1	2104	1543
CCN1CCN(C(CNS(=O)(=O)c2ccc(OC)cc2)c2cccnc2)CC1 (stereo unspecified)	1345	1602
CCNc1nc(NC(C)C)nc(N(C#N)CC(=O)OC)n1	1787	1653
Fc1ccccc1C1c2cccn2CCN1C(=S)Nc1cccc(Br)c1 (stereo unspecified)	1639	1536
COc1ccc2nc(SCC(=O)N3CCCCC3)c(C#N)cc2c1	1902	1673
Nc1nc(-c2cccs2)c(CC(=O)O)s1	2028	1884
COc1ccc(OCC(=O)N(C)Cc2ccccc2)cc1	1399	1410
COc1ccc(CNC(=O)c2ccc(CNc3c(NC4CCCCC4)c(=O)c3=O)cc2)cc1	1485	1616
CN(C)S(=O)(=O)c1cc(NC2CC(=O)N(c3ccc(F)cc3)C2=O)ccc1Cl (stereo unspecified)	1729	1380
CC1=NN(c2ccc(C)cc2)C(=O)/C1=C\C=C\c1ccccc1	1761	1758
Nc1cc(=O)[nH]c(SCC(=O)Nc2ccccc2Sc2ccccc2)n1	1709	1802
CC(Nc1ccc2c(c1)OCCO2)C(=O)N1CCc2ccccc21 (stereo unspecified)	1696	1601
CCCCNC(=O)COC(=O)c1ccc(C)c(NC(=O)c2ccco2)c1	1750	1550
O=C(c1cccs1)N1N=C(c2ccccc2)CC1c1ccccc1O (stereo unspecified)	1547	1472
Cc1ccccc1NC(=S)NCc1cccn1C	1656	1315
NC(=O)c1nnn(-c2nonc2N)c1-c1ccc([N+](=O)[O-])cc1	1837	1383
O=[N+]([O-])c1ccccc1CSc1nnc2ccccn12	1971	1468
NS(=O)(=O)c1ccc(CCNC(=O)CSc2nc3ccsc3c(=O)n2CC2CCC(C(=O)O)CC2)cc1 (stereo unspecified)	1684	1248
CNc1nccc(-c2ccc(F)cc2)c1C#N	1706	1580
COc1cccc(OCCNS(=O)(=O)c2cccc([N+](=O)[O-])c2)c1	1822	1564
CCN(C(=O)CN1C(=S)NC(C)(C)CC1C)c1ccc(C)c(C)c1 (stereo unspecified)	1857	1465
CN1CCN(C(=S)Nc2ccc(Cl)c(Cl)c2)CC1	1852	1787
Cc1nn(CCC(N)=S)c2nc(-c3cccs3)cc(C(F)(F)F)c12	1950	1519
Cc1c(CCOC(=O)c2cc([N+](=O)[O-])cc([N+](=O)[O-])c2)sc[n+]1CCCCS(=O)(=O)[O-]	1607	1367
O=C(NC1CCCC1)C(c1ccc(Cl)cc1)N1CCOCC1 (stereo unspecified)	1534	1543
O=C(O)C(=O)/C(=C\c1ccc(Cl)cc1)c1ccc2ccccc2n1	1678	1452
O=C(CCN1CCN(CCO)CC1)Nc1ccc(F)c(F)c1	1490	1747
Cc1cc(=O)oc2cc(N3C(=O)CC(Cc4ccccc4)C3=O)ccc12 (stereo unspecified)	1711	1640
CCc1cccc(C)c1NC(=O)CN(C)Cc1ccc(Br)cc1	1680	1479
COc1cc(/C=C(\C#N)c2ccccn2)ccc1OCC(=O)Nc1cccc(C(F)(F)F)c1	1690	1588
O=C1CC(N2CCC(c3nc4ccccc4o3)CC2)C(=O)N1 (stereo unspecified)	1718	1444
CCN(C(=O)COC(=O)c1ccc(Cl)cc1N)C1CCCCC1	2215	1520
O=C(CCN1C(=O)C2C3C=CC(C3)C2C1=O)Nc1ccccc1 (stereo unspecified)	1937	1590
Cc1ccc(/C=C/C(=O)Nc2sc3c(c2C#N)CCCC3)o1	1898	1535
C/C(=N/NC(=O)c1cccs1)c1ccc(N2CCOCC2)cc1	1904	1544
CC(C)COc1ccc(C(=O)Nc2ccc(SC(F)F)cc2)cc1	1767	1530
Cc1cc(C)c2[nH]c(=O)c(CN(CC3CCCO3)C(=S)Nc3ccccc3)cc2c1 (stereo unspecified)	1936	1632
Cc1ccc(OCCOC(=O)Nc2ccccc2)cc1	1899	1597
Cc1cc(C)n2nc(N)c(N=Nc3cccc(Cl)c3)c2n1	1979	1694
O=C(Nc1ccc(SC(F)F)cc1)c1ccccc1F	1701	1724
CCOC(=O)c1sc(-c2ccccc2)nc1C	1644	1534
Cc1cccc(C)c1NC(=O)C(c1ccccc1)N1CC(=O)Nc2ccccc21 (stereo unspecified)	1643	1685
COc1ccc(C(=O)NNC(=O)c2ccc(C)cc2)cc1S(=O)(=O)N1CCCC1	1763	1489
COC(=O)c1[nH]c2ccc(C)cc2c1NC(=O)c1ccccc1[N+](=O)[O-]	1596	1513
CCCc1cc(NCc2ccccn2)n2c(nc3ccccc32)c1C#N	1605	1565
COc1ccc(-c2cc(C(F)(F)F)n3nc(C(=O)N4CCCC4)cc3n2)cc1	1511	1607
Nc1cccc(-n2cccc2)c1	1739	1570
O=C(NNS(=O)(=O)c1ccc(Cl)cc1)c1cc(-c2ccccc2)nc2ccccc12	1660	1810
CS(=O)(=O)N1CCC(C(=O)Nc2cc(Cl)ccc2Cl)CC1	1667	1460
O=C1[C@@H]2[C@@H]3C[C@@H]([C@H]4ON=C(c5ccc(Cl)cc5)[C@@H]34)[C@@H]2C(=O)N1C1CCCCC1	1826	1567
Cc1cnc2ncc3sccc3c2c1	1608	1340
CC(=O)c1ccc(NC(=O)COc2ccccc2C(=O)Nc2ccc(C)cn2)cc1	1960	1426
Cc1cc(C(=O)N/N=C/c2cc([N+](=O)[O-])ccc2O)c2ccccc2n1	2028	1778
CC(C)(C)c1ccc(C(=O)Nc2cccc([N+](=O)[O-])c2)cc1	1850	1432

# Arranged by length of the SMILES (largest number first): part of the list above
mol	SRC1 TRFRET art	SRC3 TRFRET art
NC(=O)c1nnn(-c2nonc2N)c1-c1ccc([N+](=O)[O-])cc1	1837	1383
CCCCNC(=O)COC(=O)c1ccc(C)c(NC(=O)c2ccco2)c1	1750	1550
O=C(CCN1C(=O)C2C3C=CC(C3)C2C1=O)Nc1ccccc1 (stereo unspecified)	1937	1590
CCOC(=O)c1sc(-c2ccccc2)nc1C	1644	1534
Cc1ccccc1NC(=S)NCc1cccn1C	1656	1315

# (further entries)
mol	SRC1 TRFRET art	SRC3 TRFRET art
C=CCn1c(O)c(N=NC(=O)CNC(=O)c2cccs2)c2ccccc21	1840	1725
O=C(CSC1CCCCC1)N1CCN(c2ccccc2)CC1	1979	1634
CCOC(=O)C(=O)Nc1ccc(OC)c(Cl)c1	2046	1373
Cc1ccccc1OCCn1cc(C(=O)C(=O)N2CCOCC2)c2ccccc21	1691	1562
COc1ccc(-c2cc(C(=O)Nc3cc(C)nn3-c3ccccc3)no2)cc1OC	1659	1434
NC(=O)CN1C(=O)C(O)(CC(=O)/C=C\C=C\c2ccccc2)c2ccccc21 (stereo unspecified)	2036	1592
CN(C)c1ccc(/C=C/c2ccc3ccccc3[n+]2C)cc1	3396*	2738*
Cc1ccccc1CC1(CO)CCCN(C(=O)c2ccc3ncccc3c2)C1 (stereo unspecified)	2100	1562
COc1cc(OC)c(OC)cc1C#N	1837	1529
O=C(CCc1nnc(CCCCc2ccccc2)o1)NC(c1cccnc1)C(F)(F)F (stereo unspecified)	1693	1435
O=C(N/N=C/c1cccs1)c1ccc(NC(=O)c2ccccc2Cl)cc1	1581	1574
Cc1cc(NC(=O)CSc2nccn2C)no1	1974	1680
Cc1cc(N2CCN(C(=O)c3ccco3)CC2)n2nc(C)nc2n1	1804	1568
CCn1c(SCC(=O)O)nnc1-c1ccccc1OC	1739	1471
O=C(Nc1ccc(S(=O)(=O)Nc2nccs2)cc1)C1CC(=O)N(c2ccccc2)C1 (stereo unspecified)	1989	1756
O=C(c1ccc(Cl)cc1[N+](=O)[O-])N1CCOCC1	1531	1436
Fc1ccc(OCc2nc(-c3ccncc3)n[nH]2)cc1	1942	1786
Cc1cc(NCCN2CCOCC2)c2ccc3ccccc3c2n1	1738	1804
COc1ccc(OC2C(=O)N(Cc3ccc(F)cc3)C2c2cc(OC)c(OC)c(OC)c2)cc1 (stereo unspecified)	1848	1596
COc1ccc(-c2csc(NC(=O)CSc3ccc(Br)cc3)n2)c(OC)c1	1868	1693
CC(=O)c1cnc(-c2ccccc2)s1	1724	1299
COc1nc(OC)nc(Oc2ccc(Cl)cc2[N+](=O)[O-])n1	1768	1589
COc1ccc(CNS(=O)(=O)NCc2ccc(C)cc2)cc1	1826	1467
O=C(c1ccc2c(c1)OCO2)N1CCN(c2ccccn2)CC1	1738	1638
C=CCn1c(SCC(=O)NC2CCCc3ccccc32)nnc1-c1ccncc1 (stereo unspecified)	1812	1427
CSc1ncc(CN2CCCC(C(=O)c3ccc(C(C)(C)C)cc3)C2)cn1 (stereo unspecified)	1671	1611
Cc1cc(CNC(=O)Cc2ccccc2)c2ccccc2n1	1842	1625
COc1ccc(-c2ncc(CN3CCC(CO)(Cc4cccc(OC)c4)CC3)cn2)cc1	1965	1636
O=C(COc1ccccc1F)NNC(=O)c1ccc(N2CCCCC2)c([N+](=O)[O-])c1	1745	1598
CS(=O)(=O)N1CCN(c2ccnc3cc(Cl)ccc23)CC1	1847	1546

# Gathered by group, those above containing a furan ring, fused or not.
mol	SRC1 TRFRET art	SRC3 TRFRET art
O=c1c(-c2ccco2)[n+]([O-])c2ccccc2n1OCc1ccccc1[N+](=O)[O-]	1917	1485
CCCCNC(=O)COC(=O)c1ccc(C)c(NC(=O)c2ccco2)c1	1750	1550
Cc1ccc(/C=C/C(=O)Nc2sc3c(c2C#N)CCCC3)o1	1898	1535
Cc1cc(N2CCN(C(=O)c3ccco3)CC2)n2nc(C)nc2n1	1804	1568

# (next part)
mol	SRC1 TRFRET art	SRC3 TRFRET art
Cc1cc2ncc(C(N)=O)cn2n1	1939	1742
CCc1cccc(CC)c1NC(=O)COC(=O)CC1c2ccccc2CCN1S(=O)(=O)c1ccccc1 (stereo unspecified)	1678	1574
Cc1cc(NC(=O)CN2C(=O)NC(C)(CCc3ccccc3)C2=O)no1 (stereo unspecified)	1649	1500
Cc1ccccc1NC(=S)NC1(C)CCS(=O)(=O)C1 (stereo unspecified)	2038	1665
Cc1cc(SCC(=O)OCC(=O)c2c(N)n(C)c(=O)n(C)c2=O)c(C)cc1Br	1821	1629
O=C(O)c1ccc(/C=N/NC(=O)c2cc(-c3ccc4c5c(cccc35)CC4)n[nH]2)cc1	1654	1545
CCOc1ccc(/C=N/NC(=O)c2[nH]ncc2Br)c(O)c1	2055	1631
CC1CCc2cc(F)ccc2N1C(=O)CSc1nnc2c(n1)[nH]c1ccccc12 (stereo unspecified)	1792	1614
CC(=O)NC(CCCCNC(=S)NC1CCCCC1)C(=O)O (stereo unspecified)	2026	1598
CC(C)(C)C(O)(CC#CCN1CCCC1)c1ccccc1 (stereo unspecified)	1464	1612
CCOC(=O)c1cnn(Cc2ccc(C)cc2)c1N	2209	1579
COC(=O)C(CCSC)NC(=O)c1cc2c(n(-c3ccccc3)c1=O)CC(C)(C)CC2=O (stereo unspecified)	1980	1682
CCOC(=O)c1ccc(N2CCN(c3ccccc3F)CC2)c(NC(=O)Nc2cccc(OC)c2)c1	1772	1545
Cc1ccc(C(=O)N/C(=C\c2cccs2)C(=O)NCCc2ccccn2)cc1C	1905	1816
CC(C)OCCCNC(=O)c1ccncc1	1822	1661
COc1cccc(CN2CCN(CCc3ccccc3)C(CCO)C2)c1OC (stereo unspecified)	1696	1695
COc1ccccc1-n1c(SCC(=O)Nc2cc(C)on2)nc2c(c1=O)SCC2	1774	1810
Fc1cccc(/C=N/N=C/c2cccc(F)c2)c1	1981	1581
CC/C(=N\O)c1c(O)c2c(n(-c3ccccc3)c1=O)CCCC2	1981	1863
O=C(COC(=O)c1ccc(Cl)cc1O)Nc1cccnc1Cl	1618	1559
O=C(O/N=C(\c1ccccc1)c1ccccn1)c1cccc2ccccc12	1673	1696
Cc1cc(C)c(S(=O)(=O)Nc2ccc3[nH]c(=O)[nH]c3c2)c(C)c1	1785	1529
COc1ccc(/C(N)=N/OC(=O)CCCN2C(=O)c3ccccc3C2=O)cc1OC	1567	1559
COc1ccccc1N1CCN(/N=C/c2cc(OC)c(O)c(OC)c2)CC1	2088	1629
CC1(C)CN(c2cccc(Br)c2)C1=O	1659	1379
CSCC(=O)N1CCCC(C(=O)c2cc(F)ccc2F)C1 (stereo unspecified)	1696	1402
Cc1cccc(C(=O)Nc2cccc(-c3ccc4nncn4n3)c2)c1	1706	1383
CC(=O)O/N=C/c1c(C)c(C=O)n2ccccc12	1800	1453
CCOC(=O)C1(Cc2ccccc2)CCCN(Cc2ccccn2)C1 (stereo unspecified)	1780	1654
COc1ccc(-c2ccc(/C=C3/C(=N)N4C(C)=CSC4=NC3=O)o2)c([N+](=O)[O-])c1	1687	1613
CCOC(=O)C(C)NC(=O)C(NC(=O)C1CCC(CC)CC1)C(C)C (stereo unspecified)	1757	1703
